Screening data: PubChem, National Center for Advancing Translational Sciences (NCATS)
ALOX12 inh = ALOX12 (human) lipoxygenase inhibition; AID 1671190; purified 12hLO, xylenol orange hydroperoxide absorbance; 580,000 compounds, 1.1% hits; P18054; Potency, µM (top dose mostly 108 µM), for the others: top-dose activity change, negative = inhibition, most hits filed as inhibitors; also: potency is read from the fitted curve at half-maximal effect; % is scaled to controls: 0 for no effect and ±100 for the full control effect
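Purified human 12hLO at 150 nM in 25 mM Hepes, 0.01% Triton X-100, pH 7.0, preincubated 15 min at room temperature with compound. Reaction started with 40 uM arachidonic acid, 30 min at room temperature. Hydroperoxide measured by Fe-xylenol orange, 573/405 nm absorbance ratio.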
ERG Ets-DNA blk = blocks human ERG Ets domain binding to DNA; Potency, µM (top dose mostly 76.9 µM), for the others: at the top dose FP activity, negative = inhibition, hits mostly inhibitors; AID 624246; 370,000 compounds, 0.028% hits; P11308; fluorescence polarization, His-ERG Ets domain / labelled DNA; active = well fitted inhibition curve with a large enough effect in the polarisation, with a control signal flat; inconclusive = small, poorly fitted or top-dose-only effect, or effect the other way, or a change in a side signal; inactive = no such curve, though single readings can be large or run the other way; the % refers to the polarisation;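 also: polarization taken with two DNA probes labelled with fluorescein and Texas red; potency is read from the fitted curve at half-maximal effect; % of control where 0% means no effect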
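His-tagged ERG Ets domain (1 uM in the protein solution; 300mM KCl, 50mM Tris-HCl, 1mM EDTA, 1mM DTT, pH 7.5) received compound, then a probe mix of 5 nM fluorescein-DNA and 100nM Texas-615-DNA. Fluorescence polarization was read for both dyes.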
POLH inh = inhibitors of human DNA polymerase eta. Q9Y253. recombinant Pol eta, fluorescent DNA replication assay. Potency, µM (doses to about 114 µM), without a hit: top-dose activity change, negative = inhibition, hits mostly inhibitors. 390,000 compounds, 1.2% hits. AID 588591; also: potency is read from the fitted curve at half-maximal effect; % is scaled to controls: 0 for no effect and ±100 for the full control effect
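Fluorescent replication assay: 50 nM final substrate added after a 15 min room-temperature compound preincubation with 10 nM enzyme. Signal taken at 0 min and again at 10 min.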
Pol kappa inh = DNA polymerase kappa (human) inhibition. AID 588579. purified Pol kappa, fluorescent DNA synthesis assay, 10 min. 400,000 compounds, 0.53% hits. Q9UBT6. Potency, µM (doses to about 107 µM), without a hit: at the highest dose activity, negative = inhibition, most hits filed as inhibitors; also: potency is read from the fitted curve at half-maximal effect; % is scaled to controls: 0 for no effect and ±100 for the full control effect
Target sequence (Q9UBT6 whole entry, looked up): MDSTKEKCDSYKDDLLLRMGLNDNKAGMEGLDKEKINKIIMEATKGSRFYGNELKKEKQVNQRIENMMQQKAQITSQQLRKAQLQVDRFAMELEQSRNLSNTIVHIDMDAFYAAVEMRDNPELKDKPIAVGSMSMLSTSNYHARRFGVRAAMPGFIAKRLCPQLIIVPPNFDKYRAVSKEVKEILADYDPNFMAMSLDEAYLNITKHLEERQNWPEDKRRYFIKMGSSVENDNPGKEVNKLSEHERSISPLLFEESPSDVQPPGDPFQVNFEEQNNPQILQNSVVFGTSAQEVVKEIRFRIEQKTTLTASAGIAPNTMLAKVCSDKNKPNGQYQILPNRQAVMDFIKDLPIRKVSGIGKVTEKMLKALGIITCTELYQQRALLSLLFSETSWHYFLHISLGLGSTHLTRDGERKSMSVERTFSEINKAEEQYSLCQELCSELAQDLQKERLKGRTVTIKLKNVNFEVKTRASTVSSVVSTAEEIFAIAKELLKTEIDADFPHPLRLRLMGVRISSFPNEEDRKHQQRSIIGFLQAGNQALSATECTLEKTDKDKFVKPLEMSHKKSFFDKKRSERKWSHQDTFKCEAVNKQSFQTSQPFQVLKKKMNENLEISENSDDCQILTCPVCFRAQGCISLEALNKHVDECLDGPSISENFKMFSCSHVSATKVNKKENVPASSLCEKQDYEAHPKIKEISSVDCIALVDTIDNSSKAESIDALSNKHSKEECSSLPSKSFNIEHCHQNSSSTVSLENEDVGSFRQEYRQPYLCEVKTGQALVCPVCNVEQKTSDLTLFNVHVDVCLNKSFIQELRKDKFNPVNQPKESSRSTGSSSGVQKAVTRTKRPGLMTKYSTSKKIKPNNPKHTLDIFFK
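Inhibition of 10 nM Pol kappa is measured by a fluorescent read-out at 0 and 10 min following addition of 50 nM substrate (final), with a 15-min room-temperature compound preincubation.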
APE1 inh = blocks human APE1 abasic DNA cleavage | P27695 | recombinant APE1, TAMRA/BHQ-2 abasic DNA cleavage fluorescence | Potency, µM (doses to about 65.8 µM), without a hit: at the top dose activity change, negative = inhibition, usual class: inhibitors | 350,000 compounds, 0.35% hits | AID 2517;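 also: potency is read from the fitted curve at half-maximal effect; plate controls were vehicle for no effect and reference inhibitor for full effect; nearly all actives have a fitted effect of over 55% in size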
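Step 1: APE1 (0.75 nM) with compound, 15 min RT. Step 2: add 50 nM fluorophore/quencher THF duplex. Step 3: three fluorescence reads 60 s apart (525/598 nm); read 3 minus read 1 = reaction progress.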
Apoferritin bind = candidate novel general anesthetic via apoferritin binding. P02791. apoferritin/1-aminoanthracene competitive binding, fluorescence. Potency, µM (titrated, usually from 77.5 µM), without a hit: top-dose activity change, negative = displacement, most hits filed as inhibitors. 350,000 compounds, 0.074% hits; also: potency is read from the fitted curve at half-maximal effect; % is scaled to controls: 0 for no effect and ±100 for the full control effect; nearly all actives have a fitted effect of over 20% in size
Target sequence (P02791 2-175 limits assumed): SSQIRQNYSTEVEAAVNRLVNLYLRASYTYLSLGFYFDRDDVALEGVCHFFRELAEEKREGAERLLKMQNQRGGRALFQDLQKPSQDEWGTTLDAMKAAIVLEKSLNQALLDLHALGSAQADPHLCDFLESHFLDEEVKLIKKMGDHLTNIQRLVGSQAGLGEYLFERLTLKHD
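In PBS, apoferritin at 10 uM is loaded with 1-AMA from a 50% saturated solution. After 10 min of compound exposure at ambient temperature, reduced 535 nm fluorescence indicates probe displacement.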
RGS4 inhibitor = human RGS4 inhibition. Transcreener GDP fluorescence polarization, RGS4-accelerated GTP hydrolysis. Potency, µM (series often up to 114 µM), inactives show top-dose activity change, negative = inhibition, usual class: inhibitors. P49798. 390,000 compounds, 0.039% hits; also: potency is read from the fitted curve at half-maximal effect; % is scaled to controls: 0 for no effect and ±100 for the full control effect; nearly all actives have a fitted effect of over 75% in size; some results filed as inactive show a strong effect at the top dose
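MLSMR compounds (23 nl, pin-transferred) preincubated 10 min at room temperature with a 500nM (2x) first reagent, then RGS4 at 900nM (2x) plus Transcreener GDP mix added; fluorescence polarization (620/688 nm) read before and after 90 min at 30 °C.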
POLB inh = blocks human DNA polymerase beta activity; P06746; Pol beta primer extension/strand displacement, fluorescence kinetic; Potency, µM (top dose mostly 114 µM), for inactives: top-dose activity change, negative = inhibition, most hits filed as inhibitors; 340,000 compounds, 1.3% hits; also: potency is read from the fitted curve at half-maximal effect; % is scaled to controls: 0 for no effect and ±100 for the full control effect
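Human Pol beta at 10 nM; strand-displacement substrate 50 nM final. Compound exposure 15 min at room temperature before start, reaction 10 min at room temperature.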
LDHA inh = inhibitors of human lactate dehydrogenase A; purified LDHA, NADH/diaphorase-resazurin fluorescence; active compounds read low; activity change, % (values are at about 110 or 230 µM); 480,000 compounds, 0.15% hits; AID 1347041; in the data active = activity change below about -30%; inconclusive = mostly about -25% to -30%;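 also: plate controls were DMSO wells for no effect and wells without enzyme for full effect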
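Resorufin fluorescence (ex540/em590), read at 0 and 20 min after diaphorase/resazurin addition, reports the NADH left after a 5 min room-temperature reaction of 2 nM human LDH5 with 0.06 mM NADH and 0.2 mM pyruvate.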
The depositor's hits bear a star; ? = inconclusive; / = not tested or not shown; & = joins results of further samples; [ ] = dose if it differs, or a comment. Unless noted, calls follow the shape of the dose curve; as a rule, active = well fitted curve in the direction sought with a large enough effect; inconclusive = small, poorly fitted or top-dose-only effect, or another doubt; inactive = no such curve, though single readings can be large; an effect the other way counts as inactive or inconclusive.

SMILES	ALOX12 inh	ERG Ets-DNA blk	POLH inh	Pol kappa inh	APE1 inh	Apoferritin bind	RGS4 inhibitor	POLB inh	LDHA inh
COc1cc(/C=C2\SC(=S)N(CCC(=O)N3CCN(C)CC3)C2=O)cc(OC)c1OC	-9%	25%	-3%	4%	8%	-12%	-21%	2%	-6
CCCCn1c(N)c(N(CC(C)C)C(=O)c2cnc(C)cn2)c(=O)[nH]c1=O	-2%	0%	-7%	-3%	-5%	/	24%	/	-1
Cc1ccc(NC(=O)CSc2ccc3nnc(CCNS(=O)(=O)c4ccccc4)n3n2)cc1Cl	0%	3%	-15%	3%	/	?	-37%	9%	0
N#CC(C(=O)Nc1ccccc1)=C1Nc2ccccc2N1	-13%	-2%	-15%	-6%	-2%	-14%	-19%[56.9 µM]	-8%	3
COC(=O)CSc1nc2ccccc2n1CC(=O)N(C(C)C)C(C)C	-10%	-11%	-10%	-8%	3%	-6%	1%	2%	-8
O=C(c1ccc(Cn2c(=O)[nH]c3ccsc3c2=O)cc1)N1CCN(c2ccccc2)CC1	-9%	-6%	4%	9%	1%	-15%	27%	9%	-6
C=CCn1c(SCC(=O)Nc2ccc3c(c2)CCC3)nc2ccccc2c1=O	?	-3%	-3%	-9%	-5%	-1%	20%	-2%	-9
O=[N+]([O-])c1cccc2c3c([nH]c12)CCCC3	0%	-9%	-17%	-3%	-4%	-8%	-8%	6%	-4
C=CCN(C(=O)CNC(=O)c1ccco1)C(C(=O)NC1CCCCC1)c1ccc(OC)cc1OC (stereo not given)	0%	-1%	8%	-4%	-5%	-12%	-18%	25%	-5
CCOC(CCNC(=O)c1cn(CC(C)C)c(=O)c2c1c1ccccc1n2C)OCC	0%	0%	-22%	6%	30%	4%	0%[56.9 µM]	?	-4
CCNC(=O)CC1C(=O)N(c2ccc(C)cc2)C(=O)N1CCc1sccc1C (stereo not given)	1%	-13%	-14%	6%	13%	-5%	1%	4%	-3
O=[N+]([O-])c1ccc(NC(=S)N2CCN(c3ccccc3)CC2)cc1	-1%	3%	1%	-9%	12%	31%[activator]	14%	2%	-8
CCc1cccc(C)c1NC(=S)N(CCOC)C(C)c1ccco1 (stereo not given)	7%	-12%	-10%	-2%	0%	-1%	-14%	0%	0
CCOc1ccccc1NC(=O)Cn1ccn(Cc2ccc(C)cc2)c(=O)c1=O	-28%	3%	11%	0%	/	-3%	-1%	19%	0
O=C(CN(CCc1ccccc1)S(=O)(=O)c1ccc(Br)cc1)N/N=C/c1ccc2c(c1)OCO2	7%	/	-4%	-1%	5%	1%	-14%	15%	-8
Cc1ccc(NC(=S)Nc2ccc3cn[nH]c3c2)cc1C	?	-13%	-8%	6%[60.1 µM]	-1%	-7%	-10%	14%[57.1 µM]	-1
CCCCn1c(N)c(N(CCOC)C(=O)c2ccc(S(=O)(=O)N3CCCCC3)cc2)c(=O)[nH]c1=O	6%	?	-8%	-12%	19%	/	-7%	/	-2
O=C(Nc1c2c(nn1-c1ccccc1)CS(=O)C2)c1ccc(Br)o1 (stereo not given)	7%	-4%	-9%	0%	-10%	-7%	7%	24%	-8
COc1ccc(C(=O)c2c(-c3ccsc3)oc3ccc(-c4ccc(OC)cc4)cc23)cc1	-3%	9%	-1%	-13%	/	/	7%	/	-7
CCOc1ccc(C2c3cc(OC)c(OC)cc3CC(=O)N2c2ccc(OC)cc2)cc1 (stereo not given)	14%	4%	-7%	-21%	-4%	?	-2%	3%	7
Cc1ccccc1OCC(=O)Nc1cccc(C(=O)OCc2cc(=O)n3c(C)csc3n2)c1	?	-1%	-7%	-2%[60.1 µM]	/	6%	8%	2%	-2
COc1ccc(C(=O)N2CCn3c2nc2ccccc23)cc1	-4%	0%	-20%	-13%	0%	-3%	3%	2%	-6
O=C(Cn1ncc2c([nH]c3ccccc32)c1=O)NCC1CCN(Cc2ccccc2F)CC1	18%	0%	-8%	2%	-11%	-3%	12%	42%[activator]	-4
CC(C)c1nc2cc3ccccc3cc2[nH]1	-4%	5%	-12%	-18%	11%	-12%	47%	20%	0
COc1ccc(C2(C)NC(=O)N(CC(=O)NC(C)c3ccc(CC(C)C)cc3)C2=O)cc1 (stereo not given)	9%	-2%	-11%	4%	46%	?	4%	-16%	0

Brought forward from above: 3 compounds; new compounds follow.
SMILES	ALOX12 inh	ERG Ets-DNA blk	POLH inh	Pol kappa inh	APE1 inh	Apoferritin bind	RGS4 inhibitor	POLB inh	LDHA inh
O=C(Cn1ncc2c([nH]c3ccccc32)c1=O)NCC1CCN(Cc2ccccc2F)CC1	18%	0%	-8%	2%	-11%	-3%	12%	42%[activator]	-4
CC(C)c1nc2cc3ccccc3cc2[nH]1	-4%	5%	-12%	-18%	11%	-12%	47%	20%	0
COc1ccc(C2(C)NC(=O)N(CC(=O)NC(C)c3ccc(CC(C)C)cc3)C2=O)cc1 (stereo not given)	9%	-2%	-11%	4%	46%	?	4%	-16%	0
Cc1nc(NC(=O)CCc2ccccc2)sc1C	?	5%	-18%	-3%	13%	?	?	4%	2&0
CCCCOc1ccc(C(=O)Nc2ccc(C)cc2[N+](=O)[O-])cc1	9%	-11%	-13%	-11%	?	-12%	-18%	33%	-6
CC1CCCCN1CCCNC(=O)c1ccc(Br)cc1 (stereo not given)	3%	3%	-6%	-5%	22%	-13%	1%	15%	-6
O=C(CN1CCN(c2ccc(F)cc2)CC1)NC(=O)NCc1ccco1	-5%	6%	-19%	-10%	-12%	-7%	-16%	?	3
CCOc1cc(CNCCc2ccc(S(N)(=O)=O)cc2)ccc1OCc1ccc(Cl)cc1	?	-8%	-5%	-14%	-3%	?	4%	-2%	-5
CC(CC(=O)Nc1ccccc1)n1ccnc1 (stereo not given)	244%[activator]	8%	-7%	17%	0%	-9%	-8%	0%	-2
Cc1ccccc1Oc1ncnc(N)c1[N+](=O)[O-]	0%	-2%	-5%	-16%	11%	-15%	19%	-1%	-1
CCCN(C(=O)c1cc2c(s1)CCC2)c1c(N)n(Cc2ccccc2)c(=O)[nH]c1=O	-30%	-4%	25µM*	?	?	-13%	6%[56.9 µM]	10µM*	2
O=C1CN(S(=O)(=O)c2ccc(Cl)cc2)CC(=O)N1CCc1ccccc1	1%	-6%	-17%	0%	2%	-8%	-3%	-8%	-2
O=C(O)[C@H]1CCCC[C@H]1C(=O)NCCc1ccccc1	4%	3%	-9%	-6%	1%	-10%	4%	9%	-9
Cn1c(SCc2cc([N+](=O)[O-])cc3c2OCOC3)nnc1-c1ccccn1	-1%	-9%	-2%	-14%	?	-1%	16%	29%	-5
COc1cc(S(=O)(=O)NCc2ccc3c(c2)OCO3)ccc1F	0%	13%	-25%	-1%	-6%	-2%	-9%	13%	-2
CC(=O)c1ccc(Oc2cnccn2)cc1	-4%	-1%	-3%	-3%	-6%	6%	-3%	1%	-7
CCCOc1ccc(/C=C2/C(=O)ON=C2C)cc1Cl	5.6µM*	3%	-15%	-14%	-18%	0%	?	-8%	-5
C(=C\c1ccccn1)/c1ccccn1	3%	4%	-15%	5%	3%	-5%	?	26%	-3
C=C(C)C(=O)Oc1ccc(N=Nc2ccc(C)cc2)ccc1=O	22µM*	19%	3.5µM*	50µM*	/	/	-33%	/	9
COc1ccc(N(C(=O)COc2ccccc2)C2C=CS(=O)(=O)C2)c(OC)c1 (stereo not given)	10%	-5%	-10%	-10%	-4%	-8%	8%	13%	-11
CCOc1ccc(C(=O)Nc2ccccc2OCc2cc(=O)n3ccccc3n2)cc1	?	9%	-1%	-16%[60.1 µM]	/	56%[activator]	-3%	-6%	-4
CCOCCCNC(=O)CCCC1=NS(=O)(=O)c2ccccc2N1	-4%	5%	-6%	-9%	9%	7%	-11%	-2%	-4
N#CCCN(C1CCCCC1)S(=O)(=O)CCOc1ccccc1	144%[activator]	2%	-8%	0%	0%	-16%	-21%	15%	-2
COc1ccc(NC(=O)C2CCCN(S(=O)(=O)c3cccc4cccnc34)C2)cc1OC (stereo not given)	139%[activator]	-1%	-9%	-5%	0%	-15%	10%	4%	3
CC(=O)Nc1ccc(C(=O)N/N=C/c2cc(Br)cc(Br)c2O)cc1	-4%	-16%	-12%	-7%	-3%	-3%	-10%	27%	-11
Cc1c(Br)c([N+](=O)[O-])nn1C(C)C(=O)NCc1cccnc1 (stereo not given)	0%	-12%	-14%	-8%	-2%	-7%	15%	23%	0
Cc1ccc2c(CC(=O)N(Cc3ccc(Cl)cc3)Cc3ccco3)coc2c1	?	4%	/	?	/	95%[activator]	-33%	-1%	-2
O=C(NNC(=O)c1cccc(C(F)(F)F)c1)c1ccc(-n2cnnn2)cc1	0%	-2%	-21%	-3%	12%	/	18%	/	-11
Cc1c(C(=O)OC2CCCC2C)[nH]c2c1C(=O)CCC2 (stereo not given)	-3%[57.4 µM]	14%	-27%	-6%	-6%	-8%	-30%	-13%	-2
O=C(O)c1ccc(S(=O)(=O)N(Cc2ccc(F)cc2)C2CCCCC2)cc1	-1%	2%	0%	-14%	58%[activator]	-2%	21%	9%	-4
CCC(C)NC(=S)N(CCc1ccccc1)Cc1cc2cc(OC)c(OC)cc2[nH]c1=O (stereo not given)	?	5%	-23%	-5%	-6%	13%	-35%	2%	-1

These rows are one share of the data (hit frequency here may not be typical).
